# USP1-UAF1 inh = Inhibitors of USP1/UAF1: Primary Screen. recombinant USP1/UAF1, Ub-Rhodamine cleavage fluorescence. Ubiquitin carboxyl-terminal hydrolase 1 (Homo sapiens), O94782. 390,000 compounds, 0.23% hits. Potency, µM (series often up to 57.1 µM), inactives show at the highest dose activity change, negative = inhibition, usual class: inhibitors; further: potency means the concentration at half of the fitted maximal effect; on the % scale 0 is the no-effect control and ±100 the full control effect; nearly all actives have a fitted effect of over 60% in size; inactives centre near -12
#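 1 nM enzyme complex + cpd, 15 min RT; start with Ub-Rho 150nM final; kinetic fluorescence ex 480/em 540, 6 reads q60 s. Buffer 50mM HEPES pH 7.8, 0.5mM EDTA, 0.1 mg/ml BSA, 1mM TCEP, 0.01% Tween-20.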
# mIDH1 inhibitor = qHTS for Inhibitors of mutant isocitrate dehydrogenase 1 (IDH1): qHTS; Isocitrate dehydrogenase [NADP] cytoplasmic (Homo sapiens), O75874; IDH1-R132H enzyme, NADPH consumption, diaphorase/resazurin fluorescence; Potency, µM (highest dose often 76.6 µM), for the others: at the highest dose activity change, negative = inhibition, actives largely listed as inhibitors; 390,000 compounds, 0.093% hits; AID 602179, 2012; further: potency means the concentration at half of the fitted maximal effect; on the % scale 0 is the no-effect control and ±100 the full control effect; nearly all actives have a fitted effect of over 65% in size
#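 IDH1-R132H (0.5 ug/mL) preincubated 30 min with compound, then NADPH (0.016 mM) and alpha-KG (2 mM) added; 80 min at RT, pH 7.5. Remaining NADPH coupled via diaphorase/resazurin to fluorescence (540/590 nm); concentration-response curves normalized to no-enzyme control.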
# GRP78 ERSR act = qHTS for Inducers of the Endoplasmic Reticulum Stress Response (ERSR) in Human Glioma: qHTS | Potency, µM, without a hit: top-dose activation, most hits filed as activators | 420,000 compounds, 0.02% hits | U87-MG GRP78 promoter luciferase reporter, 16 h; further: potency means the concentration at half of the fitted maximal effect; series mostly up to about 76 µM; % of control where 0% means no effect; nearly all actives have a fitted effect of over 35% in size
#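 Stably transfected U87-MG human glioma cells carrying a GRP78-based luminescent sensor were seeded at 1000 cells/well, pin-dosed with compounds and incubated 16 h. Luciferase reagent was then added, and end-point luminescence was read after 10 min at room temperature.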
# RGS4 inhibitor = Inhibitors of Regulator of G Protein Signaling (RGS) 4: qHTS; Transcreener GDP fluorescence polarization, RGS4-accelerated GTP hydrolysis; Potency, µM (top dose mostly 114 µM), for the others: top-dose activity change, negative = inhibition, most hits filed as inhibitors; 390,000 compounds, 0.039% hits; further: potency means the concentration at half of the fitted maximal effect; on the % scale 0 is the no-effect control and ±100 the full control effect; nearly all actives have a fitted effect of over 75% in size; some results filed as inactive show a strong effect at the top dose
# Target sequence (P49798 whole entry, looked up): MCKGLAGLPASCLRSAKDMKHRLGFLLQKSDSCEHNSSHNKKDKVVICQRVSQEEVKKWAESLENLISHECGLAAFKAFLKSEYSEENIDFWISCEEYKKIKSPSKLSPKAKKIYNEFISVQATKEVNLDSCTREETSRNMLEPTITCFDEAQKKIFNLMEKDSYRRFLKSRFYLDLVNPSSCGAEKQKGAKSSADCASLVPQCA
#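 MLSMR compounds (23 nl, pin-transferred) preincubated 10 min at room temperature with a 500nM (2x) first reagent, then RGS4 at 900nM (2x) plus Transcreener GDP mix added; fluorescence polarization (620/688 nm) read before and after 90 min at 30 °C.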
# LDHA inh = qHTS assay for inhibitors of human lactate dehydrogenase; L-lactate dehydrogenase A chain (Homo sapiens), P00338; purified LDHA, NADH/diaphorase-resazurin fluorescence; active compounds read low; activity change, % (values are at about 110 or 230 µM); 480,000 compounds, 0.15% hits; AID 1347041, 2019; in the data active means activity change below about -30%; inconclusive means mostly about -25% to -30%;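 further: plate controls were DMSO wells for no effect and wells without enzyme for full effect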
#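 Enzyme activity of human lactate dehydrogenase 5 (2 nM; 0.06 mM NADH, 0.2 mM pyruvate, 5 min, RT) is measured via a resazurin/diaphorase fluorescence readout of residual NADH.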
# Vif-APOBEC3G blk = qHTS for Inhibitors of Vif-A3G Interactions: qHTS; Potency, µM (series often up to 46.1 µM), inactives show at the highest dose activity, negative = active, hits mostly inhibitors; AID 602310, 2012; HeLa A3G-eYFP + Vif (tagged APOBEC3G with the HIV-1 protein that degrades it), YFP fluorescence, overnight; 410,000 compounds, 0.076% hits; DNA dC->dU-editing enzyme APOBEC-3G (Homo sapiens), Q9HC16;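 further: potency means the concentration at half of the fitted maximal effect; on the % scale 0 is the no-effect control and ±100 the full control effect; nearly all actives have a fitted effect of over 60% in size; hits raise eYFP signal because A3G escapes Vif-driven loss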
# Target sequence (Q9HC16 whole entry, looked up): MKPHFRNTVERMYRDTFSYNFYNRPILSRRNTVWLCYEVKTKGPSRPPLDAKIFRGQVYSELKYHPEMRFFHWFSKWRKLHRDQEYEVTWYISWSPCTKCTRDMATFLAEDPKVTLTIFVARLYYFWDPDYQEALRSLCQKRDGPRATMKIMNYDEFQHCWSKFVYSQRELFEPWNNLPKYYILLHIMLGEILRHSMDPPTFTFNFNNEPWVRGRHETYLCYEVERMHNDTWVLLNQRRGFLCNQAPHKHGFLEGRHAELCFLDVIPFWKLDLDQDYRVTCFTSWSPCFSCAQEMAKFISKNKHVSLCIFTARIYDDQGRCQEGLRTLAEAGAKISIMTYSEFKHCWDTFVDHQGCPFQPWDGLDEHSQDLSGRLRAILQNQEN
#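 Read-out is eYFP fluorescence (Ex 488/Em 500-530) from Vif-expressing HeLa A3G-eYFP cells; more signal means A3G escaped Vif-mediated degradation. Cells plated overnight, compound pinned in, incubated overnight at 37 deg C.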
# TrxR1 substrate = qHTS Assay for Substrates of Mammalian Selenoprotein Thioredoxin Reductase 1 (TrxR1): qHTS; Potency, µM (highest dose often 114 µM), for the others: at the top dose activity change, negative = substrate turnover; Thioredoxin reductase 1, cytoplasmic (Rattus norvegicus), O89049; purified TrxR1 substrate turnover, NADPH consumption readout; AID 588456, 2011; 390,000 compounds, 0.01% hits; further: potency means the concentration at half of the fitted maximal effect; on the % scale 0 is the no-effect control and ±100 the full control effect; nearly all actives have a fitted effect of over 50% in size
# Target sequence (O89049 whole entry, looked up): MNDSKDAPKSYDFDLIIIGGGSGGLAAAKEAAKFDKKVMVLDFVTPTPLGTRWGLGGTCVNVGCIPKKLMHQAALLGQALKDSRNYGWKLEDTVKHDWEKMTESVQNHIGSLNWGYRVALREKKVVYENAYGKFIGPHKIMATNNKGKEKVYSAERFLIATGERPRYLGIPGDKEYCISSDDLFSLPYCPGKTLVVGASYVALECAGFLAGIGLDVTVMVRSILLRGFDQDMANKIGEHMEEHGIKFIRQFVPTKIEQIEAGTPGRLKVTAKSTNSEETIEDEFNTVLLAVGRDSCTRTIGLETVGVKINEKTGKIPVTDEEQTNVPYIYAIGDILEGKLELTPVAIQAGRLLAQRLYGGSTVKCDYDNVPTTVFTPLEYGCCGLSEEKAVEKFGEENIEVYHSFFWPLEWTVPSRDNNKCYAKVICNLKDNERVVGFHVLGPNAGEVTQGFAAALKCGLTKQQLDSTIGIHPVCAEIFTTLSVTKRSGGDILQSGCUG
#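 Rat TrxR1, dispensed at 90 nM, was prereduced with 400 uM NADPH (final) for 5 min at ~22 deg C, then incubated with compound 15 min before 400 uM selenite. A first-read NADPH fluorescence drop versus no-compound background flagged substrates.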
# Vif-APOBEC3F blk = qHTS for Inhibitors of Vif-A3F Interactions: qHTS | HeLa A3F-eYFP + Vif (tagged APOBEC3F with the HIV-1 protein that degrades it), YFP fluorescence increase | Potency, µM (series often up to 46.1 µM), without a hit: at the top dose activity, negative = active | 390,000 compounds, 0.2% hits | AID 602313, 2012; further: potency means the concentration at half of the fitted maximal effect; % of control where 0% means no effect; nearly all actives have a fitted effect of over 65% in size
#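 HeLa cells stably expressing A3F-eYFP plus Vif, plated and incubated overnight at 37 deg C, then exposed to compounds overnight at 37 deg C. Blocked degradation read as raised yellow fluorescence (Ex 488/Em 500-530).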
# rTrxR1 inhibitor = qHTS Assay for Inhibitors of Mammalian Selenoprotein Thioredoxin Reductase 1 (TrxR1): qHTS. Thioredoxin reductase 1, cytoplasmic (Rattus norvegicus), O89049. recombinant rTrxR1, NADPH fluorescence consumption, selenite substrate. AID 588453, 2011. Potency, µM (top dose mostly 114 µM), for inactives: at the top dose activity change, negative = inhibition, usual class: inhibitors. 390,000 compounds, 1% hits; further: potency means the concentration at half of the fitted maximal effect; on the % scale 0 is the no-effect control and ±100 the full control effect; nearly all actives have a fitted effect of over 65% in size
#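 Rat TrxR1 (90 nM in the dispensed reagent) was pre-reduced with 400 uM NADPH for 5 min at room temperature, then incubated with compound for 15 min. After 400 uM selenite was added, NADPH fluorescence (Ex 340/Em 450 nm) was followed for 8 min.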
# * = called active by the depositor; ? = inconclusive; nt = not tested or not shown; & = joins results of further samples; [ ] = dose if it differs, or a comment. Unless noted, the call rests on the fitted dose curve; in most records, active means well fitted curve in the direction sought with a large enough effect; inconclusive means small, poorly fitted or top-dose-only effect, or another doubt; inactive means no such curve, though single readings can be large; an effect the other way counts as inactive or inconclusive. These rows are one share of the data; the hit share may differ from the screen's.
SMILES,USP1-UAF1 inh,mIDH1 inhibitor,GRP78 ERSR act,RGS4 inhibitor,LDHA inh,Vif-APOBEC3G blk,TrxR1 substrate,Vif-APOBEC3F blk,rTrxR1 inhibitor
O=C(CSc1ccccc1C(=O)O)c1ccccc1,-29%,-1%,3%,-18%,-5,3%,-2%,-8%,-9%
CCOc1ccc(N(CC)C(=O)COc2cc(=O)n(C)c3ccccc23)cc1,-19%,21%,-6%,-1%,1,0%,3%,4%,21%
COC(=O)c1cc(NC(=O)c2cccc(C(F)(F)F)c2)c(=O)oc1C,?,6%,-2%,-26%,2,0%,2%[11.4 µM],2%,8%[11.4 µM]
C/C(=N\NC(=O)Cn1ccc(C(F)(F)F)n1)c1ccc(N2CCOCC2)cc1,-1%,-5%,-1%,14%,-3,2%,3%,0%,8%
COc1cc(NC(=O)Cc2ccc(F)cc2)cc(OC)c1OC,-17%,11%,-3%,12%,-7,0%,6%[57.1 µM],0%,8%[57.1 µM]
COc1ccccc1NC(=O)c1ccc(-n2ccnc2)c([N+](=O)[O-])c1,-21%,4%,-2%,-14%,-1,0%,-21%[57.1 µM],-1%,13%[57.1 µM]
COc1cc(C(C)=O)ccc1OCC(=O)N1CCC(Cc2ccccc2)CC1,-20%,0%,-7%,nt,-2,-1%,nt,1%,nt
O=C(Nc1ccc(Br)cc1)c1cccc2c1C(=O)N(C1CCCCC1)C2,-22%,1%,-3%,-15%,-2,-1%,-4%,1%,5%
O=C(NCCCn1ccnc1)C(=O)NCC1OCCN1S(=O)(=O)c1ccc(Br)cc1 (stereo not given),-10%,1%,1%,7%,-3,-7%,3%,1%,7%
COc1ccc(-c2csc(Cc3nnc4n3CCCCC4)n2)cc1,-20%,8%,-2%,-15%,-7,4%,0%,-3%,-6%
COc1cc2c(NC3CCN(C)CC3)nc(N3CCCCC3)nc2cc1OCCOCCN(C)C,nt,nt,-6%,nt,5,1%,91%[activator],nt,?
O=C(NCc1cccnc1)c1ccc(COc2ccc(Cl)cc2)cc1,-25%,-2%,7%,-14%,3,1%,2%,0%,31%
O=C(O)CCc1ccc(-c2ccccc2)n1-c1cccc(O)c1,-11%,-4%,1%,-13%,-3,?,12%,-2%,-9%
O=C(COC(=O)c1cccs1)NCc1ccccc1,-5%,0%,1%,-8%,1,2%,-5%,3%,-5%
Cn1cnc([N+](=O)[O-])c1Cl,-5%,3%,1%,12%,-10,1%,4%[57.1 µM],-20%,?
COc1ccc(-c2nn(CC(=O)NCc3ccccc3)c3c2cnc2ccc(F)cc23)cc1,-24%,21%,-2%,-32%,0,-2%,9%[57.1 µM],-6%,20%[57.1 µM]
CCOc1ccc(C(=O)NC2CCN(C(=O)Nc3ccc(F)cc3)CC2)cc1,-14%,-6%,-2%,-4%,5,1%,-2%[57.1 µM],-8%,-1%[57.1 µM]
NS(=O)(=O)c1ccc(CCNC(=O)COC(=O)c2cc([N+](=O)[O-])ccc2N2CCOCC2)cc1,-16%,9%,-6%,-3%,-1,4%,-7%[57.1 µM],-4%,-11%[57.1 µM]
Cc1ccc(S(=O)(=O)N2CCOCC2)cc1C(=O)OCC(=O)NCc1ccc2c(c1)OCO2,-25%,2%,-2%,4%,-7,-9%,6%,-6%,25%
CC(=O)N1CCN(c2ccc(NC(=O)c3ccc4c(c3)OCCO4)cc2Cl)CC1,-14%,27%,7%,-1%,-4,-7%,-8%,-8%,2%[57.1 µM]
CC(=O)Nc1c(Cl)cnn(-c2ccccc2)c1=O,-11%,-2%,-4%,9%,-12,0%,-7%,-1%,-4%
O=[N+]([O-])c1cccc(/C=N/Nc2nc(NCc3ccccc3)nc(N3CCOCC3)n2)c1,-7%,2%,-5%,-4%,-7,-12%,-2%,-2%,4%
Cc1ccn2c(-c3csc(NCc4ccccc4)n3)c(C)nc2c1,1%,1%,-9%,-41%,11,-6%,7%,-1%,18%
CCCCn1c(C)cc2cc(O)ccc21,-20%,6%,-4%,-33%,1,-10%,7%[57.1 µM],?,15%[57.1 µM]
O=c1[nH]c2ccccc2cc1CN(Cc1cccnc1)S(=O)(=O)c1ccc([N+](=O)[O-])cc1,-10%,-3%,-5%,1%,0,0%,-7%,-1%,-19%
CCCCOc1ncnc2c1[nH]c1ccc(F)cc12,-6%,-3%,4%,13%,-11,1%,8%,-3%,4%
COc1ccc(N(CC(=O)Nc2ccccc2C)S(=O)(=O)c2ccccc2[N+](=O)[O-])c(OC)c1,-12%,6%,3%,?,-9,1%,-2%[57.1 µM],9%,30%[57.1 µM]
COc1cc(/C=C2/C(=N)N3OC(C)=CC3=NC2=O)ccc1OC(=O)c1ccco1,-6%,-9%,-2%,-6%,-4,0%,-1%[57.1 µM],-2%,-17%[57.1 µM]
C=CCOC(=O)C1=C(C)Nc2ncnn2C1c1cc(Br)ccc1F (stereo not given),-14%,4%,-2%,-4%,-6,-17%,5%,-2%,-1%
CN(c1ccccc1C(=O)NCc1ccco1)S(C)(=O)=O,-16%,-11%,-2%,-7%,-3,2%,4%,nt,-17%
COC(=O)c1ccc(S(=O)(=O)N2C3CCC2CC(NC(=O)C2CC2)C3)cc1 (stereo not given),8%,1%,-3%,-13%,-1,0%,-8%,3%,17%[57.1 µM]
CCc1ccc2[nH]c(=O)c(C(c3nnnn3Cc3ccco3)N3CCC(C)CC3)cc2c1 (stereo not given),?,-15%,0%,-27%,0,-1%,-3%,-5%,?
Cc1noc(NS(=O)(=O)c2ccc(NC(=O)C(C)C)cc2)c1C,4%,0%,1%,15%,-1,0%,1%,7%,-10%[57.1 µM]
COc1ccc(NC(=S)N2CCC(C(=O)N3CCCCCC3)CC2)cc1,3%,-5%,1%,-5%,2,2%,6%,0%,9%
CCOC(=O)c1cccc(NC(=O)C2CCN(c3nnc(C)c4c(C)n(-c5ccccc5)nc34)CC2)c1,-27%,13%,-2%,11%,2&1,5%,11%,6%,37%[activator]
O=C(N/N=C/c1ccsc1)c1cc(-c2cccs2)nc2ccccc12,-25%,-1%,-7%,3%,-1,?,6%,-10%,4%
COc1cc(/C=N/Nc2cc(C)nc(NS(=O)(=O)c3ccc(C)cc3)n2)ccc1O,-15%,4%,9%,22%,-3,-6%,-4%,3%,-6%
COc1ccc(NC(=O)c2cc(S(=O)(=O)N3CCc4ccccc43)cn2C)cc1OC,-5%,0%,-7%,12%,-4,2%,-8%[57.1 µM],-3%,-3%[57.1 µM]
COC(C(=O)Nc1ccc(S(=O)(=O)N2CCCCC2)cc1)c1ccccc1 (stereo not given),0%,-6%,-3%,-2%,1,-1%,-7%,-6%,-2%
Clc1ccccc1OCCCOc1cccc2cccnc12,?,0%,5%,14%,-4,-17%,15%,-5%,23%[57.1 µM]
COc1ccc(N(CC(=O)NC2CCCCC2)C(=O)CCC(=O)Nc2nc(C)cs2)cc1,6%,-9%,-1%,-7%,-5,-7%,-3%,-2%,10%

# Only USP1-UAF1 inh, LDHA inh and GRP78 ERSR act, for some of the entries so far:
mol	USP1-UAF1 inh	LDHA inh	GRP78 ERSR act
O=c1[nH]c2ccccc2cc1CN(Cc1cccnc1)S(=O)(=O)c1ccc([N+](=O)[O-])cc1	-10%	0	-5%
COc1ccc(NC(=S)N2CCC(C(=O)N3CCCCCC3)CC2)cc1	3%	2	1%

# Compound profiles (already shown):
# Shown for NS(=O)(=O)c1ccc(CCNC(=O)COC(=O)c2cc([N+](=O)[O-])ccc2N2CCOCC2)cc1 → USP1-UAF1 inh = -16%; mIDH1 inhibitor = 9%; GRP78 ERSR act = -6%; RGS4 inhibitor = -3%; LDHA inh = -1; Vif-APOBEC3G blk = 4%; TrxR1 substrate = -7%[57.1 µM]; Vif-APOBEC3F blk = -4%; rTrxR1 inhibitor = -11%[57.1 µM]
# Shown for O=c1[nH]c2ccccc2cc1CN(Cc1cccnc1)S(=O)(=O)c1ccc([N+](=O)[O-])cc1 → USP1-UAF1 inh = -10%; mIDH1 inhibitor = -3%; GRP78 ERSR act = -5%; RGS4 inhibitor = 1%; LDHA inh = 0; Vif-APOBEC3G blk = 0%; TrxR1 substrate = -7%; Vif-APOBEC3F blk = -1%; rTrxR1 inhibitor = -19%
